GPR151 activ: activators of human GPR151, primary screen, cell-based, PathHunter beta-arrestin, luminescence; G-protein coupled receptor 151 (Homo sapiens), Q8TDV0; PathHunter beta-arrestin GPR151 cells; activation, % at 11.2 µM; 1% of 650,000 active; AID 1508602, 2020; in the data active = activation above about 4.9%;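 also: 0% = median of compound wells and 100% = cells with positive control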
Target sequence (Q8TDV0 whole entry, looked up): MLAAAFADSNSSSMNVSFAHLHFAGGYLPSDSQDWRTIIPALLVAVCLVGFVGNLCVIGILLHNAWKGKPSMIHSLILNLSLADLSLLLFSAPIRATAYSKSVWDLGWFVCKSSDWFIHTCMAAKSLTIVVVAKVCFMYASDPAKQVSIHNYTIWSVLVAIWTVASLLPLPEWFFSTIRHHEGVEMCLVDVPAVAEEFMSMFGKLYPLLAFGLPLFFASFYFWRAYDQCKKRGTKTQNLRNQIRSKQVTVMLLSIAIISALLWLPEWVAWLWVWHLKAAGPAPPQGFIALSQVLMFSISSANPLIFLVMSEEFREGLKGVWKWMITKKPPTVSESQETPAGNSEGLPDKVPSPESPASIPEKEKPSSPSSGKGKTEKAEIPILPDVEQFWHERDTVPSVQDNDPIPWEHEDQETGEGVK
TEAD-YAP block: TEAD-YAP interaction inhibition, primary screen, TEAD-YAP interaction inhibitor project, luminescence, HEK-TIYL cells. 1.4% of 640,000 active. AID 1259422, 2018. TEAD-Gal4/YAP UAS-luciferase luminescence. inhibition, % at 9.12 µM; in the data active = inhibition above about 32%;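 also: 0% = median of test compound wells and 100% = reference inhibitor wells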
FBW7 activator: FBW7 E3 ligase activators, primary screen, biochemical, AlphaScreen, human; F-box/WD repeat-containing protein 7 (Homo sapiens), Q969H0; AlphaScreen FBW7–phospho-cyclin E peptide binding, activator screen; normalized activity (activation), % at 26.1 µM; 0.13% of 650,000 active; AID 1259310, 2017; in the data active = normalized activity above about 1.9%;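 also: purified mutant Fbw7 with reduced substrate affinity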
MITF primary: MITF inhibitors, primary screen, biochemical, AlphaScreen, human | Microphthalmia-associated transcription factor (Homo sapiens), O75030 | AlphaScreen MITF homodimerization, bead proximity signal | inhibition, % at 2.6 µM | 0.91% of 650,000 active; in the data active = inhibition above about 50%;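 also: 0% = vehicle wells with protein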
Target sequence (O75030 whole entry, looked up): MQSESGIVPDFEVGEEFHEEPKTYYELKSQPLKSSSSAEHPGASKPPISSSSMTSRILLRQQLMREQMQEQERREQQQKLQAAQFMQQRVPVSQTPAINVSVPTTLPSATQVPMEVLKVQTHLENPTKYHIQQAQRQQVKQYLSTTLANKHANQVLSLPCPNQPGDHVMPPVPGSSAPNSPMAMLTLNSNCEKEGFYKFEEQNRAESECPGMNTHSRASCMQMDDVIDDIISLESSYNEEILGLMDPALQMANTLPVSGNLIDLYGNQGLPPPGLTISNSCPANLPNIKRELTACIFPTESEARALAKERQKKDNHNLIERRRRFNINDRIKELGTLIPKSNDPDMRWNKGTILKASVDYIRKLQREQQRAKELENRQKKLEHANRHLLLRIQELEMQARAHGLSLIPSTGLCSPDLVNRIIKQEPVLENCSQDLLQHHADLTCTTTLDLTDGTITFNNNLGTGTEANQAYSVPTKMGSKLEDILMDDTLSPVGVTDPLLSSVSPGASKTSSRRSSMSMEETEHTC
Starred values were filed as active, the others as inactive; & = joins results of further samples.

compound	TEAD-YAP block	GPR151 activ	MITF primary	FBW7 activator
CCN(CC)c1ccc(CNc2nc3ccccc3n2CCN2CCOCC2)cc1	-18	-0.2	-1	-0.2
CC(C)c1nc(NCCCO)c(C#N)c2c1CCCC2	1	1.1	0	-0.1
CCOC(=O)c1ccc(COC(=O)c2ccc([N+](=O)[O-])c(C)c2)cc1	6	-0.9	20	0.1
COc1cc(NC(=O)c2cc(Br)ccc2Cl)ccc1N1CCCC1=O	9	5.0*	10	0.1
O=C(O)CCC(=O)NCCc1ccccc1	10&-6	-0.7&1.0	6&4	0.0&0.0
O=C(NC1CCCC1)C1CCCN1C(=O)Nc1ccc(Cl)cc1 (stereo not given)	-3	1.6	-6	-0.1
Cc1cccc(Cn2c(NCc3ccco3)nc3c2c(=O)[nH]c(=O)n3C)c1	13	-0.3	10	-0.1
Cc1ccc(C)c2sc(NC(=O)C3CCCN3S(=O)(=O)c3cccs3)nc12 (stereo not given)	3	2.1	7	-0.1
Cc1ccc(-n2nc3c(c2NC(=O)c2cc(C)cc(C)c2)CSC3)cc1	8	2.0	-7	-0.1
O=C(Cn1ncc2cccn2c1=O)OCC1CCCO1 (stereo not given)	-8	0.6	-4	-0.1
FC(F)(F)c1ccc(Cn2cnc3c(NCc4nc5ccccc5[nH]4)nc(Nc4ccncn4)nc32)cc1	4	0.5	2	0.4
CCC(C)(C)NC(=O)c1cc(-c2ccc(Br)cc2)n[nH]1	-69	1.2	-2	-0.1
O=C(NCc1ccco1)c1ccc(Cl)c(Cl)c1	0	-1.1	12	0.0
Cc1cc(C)cc(NC(=O)CSc2ncnc3c2cnn3-c2cccc(Cl)c2)c1	9	-0.1	3	-0.1
O=C(NNC(=O)c1ccccc1O)c1ccc(Br)cc1	-47	-1.2	10	-0.3
CC(C)OC(=O)c1ccccc1C(=O)c1ccc(N)c([N+](=O)[O-])c1	-6	-0.5	5	0.0

Next part; it opens with the two that closed the last part.
compound	TEAD-YAP block	GPR151 activ	MITF primary	FBW7 activator
O=C(NNC(=O)c1ccccc1O)c1ccc(Br)cc1	-47	-1.2	10	-0.3
CC(C)OC(=O)c1ccccc1C(=O)c1ccc(N)c([N+](=O)[O-])c1	-6	-0.5	5	0.0
COc1ccc(C(C)=O)cc1COC(=O)c1ccc2ccccc2n1	-6	3.3	12	0.0
Cc1nn(CCCC(=O)NC2CCCCC2)c(=O)c2nccn12	-7	-2.9	11	0.0
COc1ccc(N2CCN(CCNC(=O)Nc3ccc(Cl)cc3)CC2)cc1	11	0.0	26	-0.1
COc1cccc(CNC(=O)Nc2c(F)cc(-c3cn[nH]c3)cc2F)c1	-6	-1.2	7	-0.1
c1ccc(-n2cnc3c(Nc4ccc(N5CCOCC5)cc4)nc(Nc4ccc(-n5ccnc5)cc4)nc32)cc1	41*	1.3	18	0.1
CCOC(=O)CNC(=O)c1cc2c(=O)n3ccccc3nc2s1	-12	-3.0	9	-0.1
COc1ccc(N2CCN(CCCn3c(=S)[nH]c4ncccc4c3=O)CC2)cc1	-10	-0.1	6	0.1
CCOC(=O)c1c(NC(=O)CSc2ncnc3sc(C)c(C)c23)sc(C)c1C	1	-1.6	16	0.5
COC(=O)Cn1cnc2sc(C)c(S(=O)(=O)N3CCCCC3)c2c1=O	-3	-0.5	5	-0.2
C/C(CC(=O)NCc1ccc(Cl)cc1)=N\NC(=O)C(=O)N1CCCC1	-2	-0.5	-1	-0.2
CCCn1cnc2sc(C(=O)Nc3ccc4c(c3)OCCO4)c(C)c2c1=O	-11	-1.6	1	-0.1
O=C(NC1CCCCCC1)c1cccc(NC2=NC3CS(=O)(=O)CC3S2)c1 (stereo not given)	-1	0.2	13	0.0
CCN(CCCNc1nc(-c2cc(OC)ccc2OC)no1)c1ccccc1	2	-0.5	7	0.1
O=C(CSc1nnc(-c2cccnc2)o1)c1cccc([N+](=O)[O-])c1	10	0.6	4	0.0
COc1ccc(C(=O)On2c(-c3cccc(Cl)c3)nc3ccccc3c2=O)cc1Br	-3	-0.5	-7	0.0
Cc1ccccc1Nc1c(-c2ccc(N3CCOCC3)cc2)nc2cnccn12	13	-0.8	-15	0.1
Cc1cccc(NC(=S)NC2CCCC2)n1	0	-1.1	-1	-0.2
COc1cc(C(=O)Nc2ccc(F)cc2)c(Br)c(OC)c1OC	1	2.5	-2	0.2
OCc1nc2ccccc2n1CC1CC1(Cl)Cl (stereo not given)	0	-0.6	-10	0.4
Cc1ccnc(NC(=O)c2ccc(N)cc2)c1	-31	-5.8	11	-0.2
Cc1ccc(C(C)(C)C)c(OC(=O)c2cnc(C)cn2)c1	11	1.9	-1	0.1
O=C(NCCc1ccc(Cl)cc1)c1ncn[nH]1	1	-2.0	9	-0.9
CC1=C(C(=O)Nc2ccccc2C)C(c2ccc(F)c(F)c2)C2=C(CC(C)(C)CC2=O)N1 (stereo not given)	0	-0.8	12	0.2
O=C(OCCOc1ccc(Cl)cc1)c1ccc([N+](=O)[O-])o1	-2	-1.4	-2	-0.1
O=S(=O)(Cc1ccccc1)N1CCN(c2cccc(Cl)c2)CC1	4	1.8	1	0.1
CC(C)N(C(=O)NC(=O)Nc1cccc(C(F)(F)F)c1)S(=O)(=O)c1ccccc1	5	2.0	-5	0.2
N#Cc1ccc(NC(=O)C2CC=CCC2C(=O)O)cc1 (stereo not given)	4	-1.1	10	0.0
CCOC(=O)c1cnc2c(OC)cccc2c1N1CCCC1	-8	-0.2	2	0.0
Cc1noc(C)c1C(=O)N1CCC(c2ccncc2)CC1	-3	-1.0	22	0.2
CCOC(=O)CCC(NC(=O)c1ccc(NCN2C(=O)c3ccccc3C2=O)cc1)C(=O)OCC (stereo not given)	-5	0.6	2	0.0
Cc1oc(C(=O)O)cc1COc1ccccc1Cl	-6	0.7	-18	0.0
Oc1ccc(Cl)cc1C1CC(c2ccc(Cl)cc2)=NC(c2ccc(Cl)cc2)N1 (stereo not given)	2	0.1	5	0.1
O=C(Nc1ccc(Cl)cc1)C(O)c1ccccc1 (stereo not given)	-6	-0.9	11	0.1
COc1ccc(C2=NN3C(C2)c2ccccc2OC3c2ccccc2)cc1 (stereo not given)	-59	-0.3	1	-0.1
C=CCNCCOc1cc(C(C)C)ccc1C	-6	-1.3	3	0.0
CC(=O)c1c(C)[nH]c(C(=O)COC(=O)C23CC4CC(CC(C4)C2)C3)c1C	2	0.7	8	-0.1
CCc1ccccc1NC(=O)CN(c1ccc(C)cc1)S(=O)(=O)c1c(C)noc1C	6	3.3	5	0.0
Oc1ccc(-c2ncc(-c3cnccn3)c(-c3ccncc3)n2)cc1	5	0.0	3	-0.1
COc1ccccc1CNC(=O)Nc1ccc2snnc2c1	-1	1.0	-8	0.0
O=S(=O)(NCC(c1cccs1)S(=O)(=O)c1cccs1)c1ccc(F)cc1 (stereo not given)	0	0.6	-13	-0.2
CCOC(=O)C1=NNC2C(=O)N(c3ccc(C)c(C)c3)C(=O)C12 (stereo not given)	6	1.2	-7	0.1
COc1ccc(-c2cc(N)n(S(=O)(=O)c3cccc([N+](=O)[O-])c3)n2)cc1OC	-32	-0.8	13	0.8
C[C@H]1CCCC(=O)CCC/C=C/c2c(O)cc(O)cc2C(=O)O1	-19	-0.8	17	0.6
COC(=O)C1C(=O)NC(SCC(=O)Nc2ccc(Br)cc2)=C(C#N)C1c1ccccc1Cl (stereo not given)	23	0.4	-3	0.0
CCN(CC)CNC(=O)c1cn(C)c2ccccc12	0	-1.8	39	-0.2
O=S(=O)(c1ccc2oc(Nc3ccc(F)cc3)nc2c1)N1CCOCC1	0	0.3	9	-0.1
NS(=O)(=O)c1ccc(C(=O)OCc2ccc(Br)cc2)cc1	-5	1.1	-7	0.1
CCS(=O)(=O)N1CCC(c2nc(N3CCCC3)ncc2-c2cc(C)no2)CC1	0	0.0	4	0.0
Cc1cc(C)c2[nH]c(C)c(CN3CCC(C)CC3)c(=O)c2c1	9	0.9	0	0.1
CCc1cc(=O)[nH]c(NC2CCN(S(=O)(=O)c3ccccc3)CC2)n1	5	0.2	1	0.0
CC(C)NC(=O)NC(=O)COC(=O)c1ccc(Cl)c(S(N)(=O)=O)c1	0	1.1	0	0.0
CC(=O)Nc1cccc(NC(=O)c2cc(-c3ccc(C)o3)nc3ccccc23)c1	5	2.3	11	0.4
CC(N)(C(=O)O)c1ccc(C(=O)O)cc1 (stereo not given)	-5	0.6	12	0.0
CCN=C1SC(CC(=O)Nc2ccc(N3CCCCC3)cc2)C(=O)N1CC (stereo not given)	-2	-1.6	3	0.1
COC(=O)Cc1c(O)c2ccccc2[nH]c1=O	1	0.0	6	0.1
CC(=O)OCC(=O)[C@H]1CCC2C3CCC4=CC(=O)CC[C@]4(C)C3CC[C@@]21C (stereo not given in full)	-2	-1.0	-19	-0.1

The listing continues.
compound	TEAD-YAP block	GPR151 activ	MITF primary	FBW7 activator
Cc1ccc(NC(=O)Nc2ccccc2C(=O)Nc2ccccc2)cc1	-10	1.3	-1	0.1
CC(=O)NC1=C(O)CC(C)(C)CC1=O	2	-1.4	4	0.0
CSc1ccccc1NC(=O)c1cnn2cc(Br)cnc12	-46	4.0	12	0.1
Cc1cc(C)n(CC(O)Cn2c3ccc(Br)cc3c3cc(Br)ccc32)n1 (stereo not given)	5	-1.2	12	0.2
COC(=O)c1c(OCc2ccc(F)cc2)cc(=O)n2c1CCN(C)CC2	0	0.6	-3	-0.1
CCCOC(=O)C(C)Oc1ccc2c(=O)c(-c3ccc(Cl)cc3)coc2c1 (stereo not given)	-17	-0.6	0	0.1
COc1cccc(OC)c1C(=O)Nc1cccc(NC(=O)c2ccccc2)c1	3	-0.4	17	0.2
COc1ccc(CNC(=O)CSc2nnc3scc(-c4ccccc4)n23)cc1	15	-0.1	2	0.0

Retrieved one by one from the list above, 5 records:
compound	TEAD-YAP block	GPR151 activ	MITF primary	FBW7 activator
CCCOC(=O)C(C)Oc1ccc2c(=O)c(-c3ccc(Cl)cc3)coc2c1 (stereo not given)	-17	-0.6	0	0.1
CC(=O)NC1=C(O)CC(C)(C)CC1=O	2	-1.4	4	0.0
Cc1ccc(NC(=O)Nc2ccccc2C(=O)Nc2ccccc2)cc1	-10	1.3	-1	0.1
CSc1ccccc1NC(=O)c1cnn2cc(Br)cnc12	-46	4.0	12	0.1
COc1cccc(OC)c1C(=O)Nc1cccc(NC(=O)c2ccccc2)c1	3	-0.4	17	0.2

Later entries.
compound	TEAD-YAP block	GPR151 activ	MITF primary	FBW7 activator
Cc1cccc(C(=O)N[C@H]2C[C@H]3C(=O)N[C@H](CC(C)C)C(=O)N3C2)c1	8	1.5	-2	-0.1
CC(=O)c1c(C)[nH]c(C(=O)OCC(=O)Nc2cccc3nsnc23)c1C	22	1.8	-3	-0.2
Cc1ccc(S(=O)(=O)N(/C(N)=N/c2nc(C)cc(C)n2)c2ccc(C)c(Cl)c2)cc1	0	0.0	16	0.1
COc1cc(O)c2c(c1)oc(=O)c1c3cc(O)c(O)cc3oc21	-30	-1.1	23	-0.4
CC1(C)NC(=O)N(CCCCOc2ccc(Cl)cc2C=O)C1=O	1	0.2	1	0.0
O=C(NC(c1cccnc1)C(F)(F)F)c1cc(COc2c(F)cccc2F)on1 (stereo not given)	1	2.5	12	0.5
Cc1n[nH]c(C)c1NC(=O)CSc1nccc(-c2ccc(Br)cc2)n1	3	1.2	-2	0.2
Cc1nc2cc(-n3c(O)c[nH]c3=O)ccc2s1	9	0.0	-5	0.0
COc1ccc(Cn2nnnc2CN(CCO)Cc2cc3ccc(C)c(C)c3[nH]c2=O)cc1	1	1.9	-4	0.1
O=C(COCc1nc2ccccc2c(=O)[nH]1)NC1CCCC1	-4	-0.7	16	0.1
C=CCOc1ccc(/C=C2/C(=O)NN(c3ccc(C(=O)OCC)cc3)C2=O)cc1OC	1	-1.2	5	0.8
N#C/C(=C(/O)COC(=O)c1ccc(N2CCOCC2)c([N+](=O)[O-])c1)c1nc2ccccc2[nH]1	-8	1.0	10	-0.1
Cc1ccc(S(=O)(=O)NCC(c2cccs2)S(=O)(=O)c2ccccc2)cc1 (stereo not given)	6	0.1	-16	0.0
COc1ccc(Cl)cc1NC(=O)Cn1c(C)nc2c(sc3ccccc32)c1=O	1	-0.3	20	0.6
O=C(Oc1ccc2oc(=O)sc2c1)c1ccc(Br)cc1	3	-0.5	13	0.0
CCOCC(=O)Nc1nnc(C(CC)CC)s1	0	1.3	-9	0.5
Cc1nnc(SCC(=O)c2cc(C)n(-c3ccc4c(c3)OCO4)c2C)s1	-34	1.1	7	0.0
CC(O)c1nc2ccccc2n1CC(=O)Nc1ccccc1 (stereo not given)	-25	0.7	5	0.1
Cc1oc(-c2ccc(Cl)cc2)nc1CS(=O)CC(=O)NC(C)C (stereo not given)	3	9.4*	6	0.0

Screening results deposited in PubChem by The Scripps Research Institute Molecular Screening Center.
